Source: PubChem
hcGAS inh – Primary biochemical luminescence assay for human cyclic GMP-AMP synthase inhibitors; AID 1259398, 2018; recombinant h-cGAS, ATP depletion, Kinase-Glo luminescence; Q8N884; 0.081% of 290,000 active; inhibition, % at 12.5 µM;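 also: 0% = vehicle reaction and 100% = reaction without DNA for no activity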
Target sequence (Q8N884 whole entry, looked up): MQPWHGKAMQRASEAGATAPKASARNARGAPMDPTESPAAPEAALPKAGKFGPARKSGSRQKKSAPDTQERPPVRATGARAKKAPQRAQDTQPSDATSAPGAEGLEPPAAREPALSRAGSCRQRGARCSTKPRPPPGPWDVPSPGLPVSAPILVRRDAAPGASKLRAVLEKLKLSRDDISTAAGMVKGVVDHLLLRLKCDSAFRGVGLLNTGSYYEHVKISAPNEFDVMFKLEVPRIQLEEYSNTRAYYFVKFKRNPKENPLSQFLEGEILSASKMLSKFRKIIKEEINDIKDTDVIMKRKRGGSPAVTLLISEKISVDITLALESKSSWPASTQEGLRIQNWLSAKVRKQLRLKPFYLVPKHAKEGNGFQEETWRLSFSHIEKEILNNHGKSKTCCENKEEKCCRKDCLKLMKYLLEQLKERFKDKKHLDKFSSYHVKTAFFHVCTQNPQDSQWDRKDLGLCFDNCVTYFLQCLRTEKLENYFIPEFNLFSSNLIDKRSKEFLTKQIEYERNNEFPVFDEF
NPYLR7 agonist – agonists of mosquito NPYLR7 receptor, primary screen, cell-based, Aedes aegypti, calcium fluorescence, mosquito biting behavior | Aedes aegypti neuropeptide Y-like receptor 7 (NPYLR7) | HEK293T NPYLR7/Galpha15, GCaMP6s calcium fluorescence | activation, % at 10 µM | 0.15% of 270,000 active; in the data active = activation above about 40%;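 also: 0% = vehicle and 100% = reference agonist at the receptor; some compounds past the cut are filed as inactive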
mcGAS lum – cyclic GMP-AMP synthase inhibitors, mouse, primary biochemical chemiluminescence. inhibition, % at 12.5 µM. Q8C6L5. 0.15% of 160,000 active. AID 1259399, 2018. recombinant cGAS, Kinase-Glo ATP depletion luminescence;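 also: 0% = negative control wells and 100% = reference inhibitor with no enzyme activity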
* marks the source's active call; other numbers are inactive results; / = no result given; & = joins results of further samples. Rule as the data show it, unless noted: active = inhibition above about 40%; inactive = the rest.

1) CC(=O)c1ccccc1OCCN1CCC(C(N)=O)CC1
2) CCOC(=O)N1CCc2c(sc(NC(=O)/C=C/c3ccc([N+](=O)[O-])cc3)c2C(N)=O)C1
3) Cc1cccc(-n2c(SCc3nc(C(=O)NCCCN4CCOCC4)cs3)nnc2-c2cccs2)c1
4) Cc1ccc(-n2c(SCc3ccc(C(=O)Nc4ccc5c(c4)OCO5)cc3)nnc2-c2cccnc2)cc1
5) CCOCCN1CCC=C(CN2CCCC(NC(C)=O)C2)C1 (stereo unspecified)
6) C=CC(C)(C)S(=O)(=O)Cc1ccccc1
7) COc1ccc(-c2nc(CN3CCNCC3)cs2)cc1
8) COc1ccc2nc(C)cc(SCC(NC(C)=O)C(=O)O)c2c1 (stereo unspecified)
assay / compound,1,2,3,4,5,6,7,8
hcGAS inh,-8,-7,-4,-1,1,-1,-8,3
NPYLR7 agonist,0,2,17,5,-1,-6,-3,2
mcGAS lum,-14,/,-5,-6,0,/,/,-1

9) COC(=O)c1ccc(COC(CN2CCN(C(=O)Nc3cccc(F)c3)CC2)c2cccc(OC)c2)cc1 (stereo unspecified)
10) COc1cccc(/C=C/C(=O)O)c1C(C)C
11) CCCCC(=O)Nc1c(-c2cc(OC)c(OC)c(OC)c2)c(=O)c2ccccc2n1C
12) COCCCN(CC(=O)N(CCc1c[nH]c2ccccc12)Cc1ccc(C(F)(F)F)cc1)C(=O)c1ccc(F)cc1
13) COC(=O)c1ccc(NC(=O)Cn2nc(SC)c(S(=O)(=O)c3ccccc3)c2N)cc1
14) CCOC(=O)CCCC(=O)N1CCc2ccccc2C1c1ccccc1F (stereo unspecified)
15) C=CCn1c(-c2cccc([N+](=O)[O-])c2)n[nH]c1=S
16) CSc1ccc(CN2CCC2(C)C(=O)Nc2ccccc2F)cc1 (stereo unspecified)
assay / compound,9,10,11,12,13,14,15,16
hcGAS inh,-11,0,-4,-10,0,-1,0,-1
NPYLR7 agonist,/,/,6,9,-15,-4,1,2
mcGAS lum,-9,0,/,-6,-2,0,-4,/

17) CC(=O)Nc1ccc(S(=O)(=O)N2CCN(c3nccc(-c4ccc(Oc5ccccc5)cc4)n3)CC2)cc1Cl
18) Cc1csc(COC(=O)C2CCCO2)n1 (stereo unspecified)
19) NS(=O)(=O)c1cccc2c1c([N+](=O)[O-])cc1[nH]c(=O)c(=O)[nH]c12
20) CCOc1ccc2c(c1)CN(C(=O)Nc1cccc(COC)c1)CC2
21) COc1ccc(Cn2c(C(=O)N3CCN(C/C=C/c4ccccc4)CC3)cc3ccsc32)cc1
22) CC(C)c1ccccc1N1C(=O)CSC1c1ccc(NC(=O)C(C)(C)CCl)cc1 (stereo unspecified)
23) Cc1nc(N2CCC(C(=O)NC(C)Cc3ccsc3)CC2)nc2cc(S(C)(=O)=O)ccc12 (stereo unspecified)
24) COc1ccc(C(CC(=O)N2CCC(N3CCCC3)CC2)c2ccccc2)cc1 (stereo unspecified)
assay / compound,17,18,19,20,21,22,23,24
hcGAS inh,-7,-11,2&-1&-4,-4,-10,-12,0,-8
NPYLR7 agonist,-5,19,-12&7&6,1,-3,/,11,6
mcGAS lum,-7,/,-2,/,-4,-9,-5,/

Rewritten with values under each structure: entries from further up
Fields – hcGAS inh | NPYLR7 agonist | mcGAS lum
#24 COc1ccc(C(CC(=O)N2CCC(N3CCCC3)CC2)c2ccccc2)cc1 (stereo unspecified)
  -8 | 6 | /
#18 Cc1csc(COC(=O)C2CCCO2)n1 (stereo unspecified)
  -11 | 19 | /

Next section.
25) CS(=O)(=O)Oc1ccc(CN(Cc2ccccc2)C(=O)c2ccc3ccccc3c2)cc1
26) O=C(c1ccc(F)cc1)N1CCN(c2nc(Cc3ccccc3)nc3cc(Cl)ccc23)CC1
27) Cc1c(C(=O)O)oc2c1C(O)CC(C)(C)C2 (stereo unspecified)
28) CS(=O)(=O)Nc1ccc(F)cc1C(=O)NCc1cccc2c1OCO2
29) O=C(Cn1nc2c(c1NC(=O)c1cnccn1)CSC2)NCc1ccco1
30) CCc1nc(NCCN2CCCC2)c2ccc(Cl)cc2n1
31) CN(C)N=C1CC(=[N+]2CCCC2)CC(C)(C)C1
32) FC(F)(F)c1nc(NCCc2ccccn2)c2ccccc2n1
assay / compound,25,26,27,28,29,30,31,32
hcGAS inh,-8,1,-10,-6,-2,-2,-5,8
NPYLR7 agonist,13,-31,-3,-1,-3,20,7,-7
mcGAS lum,-6,0,/,/,-6,-3,/,/

33) CC(C)Cc1ncc2c(n1)CN(C(=O)CC1C=CS(=O)(=O)C1)C2 (stereo unspecified)
34) CCc1nc(N(CCC(=O)N2CCCC2)Cc2ccccc2)c2ccccc2n1
35) CCOC(=O)C1CCN(Cn2nc(Nc3ccc(F)cc3)sc2=S)CC1
36) CCCCCCNC(=O)c1cc(-c2ccccc2Cl)nc2cc(-c3ccccc3)nn12
37) CCOC(=O)N1CCC2(CC1)OCc1cc(-c3ccc(OC(F)(F)F)cc3)ccc1O2
38) NC[C@H]1O[C@H](OC2[C@@H](N)C[C@@H](N)[C@H](O)[C@H]2O[C@@H]2O[C@H](CO)[C@@H](O)[C@H]2O)[C@H](N)[C@@H](O)[C@@H]1O (stereo partly specified)
39) COc1ccc(/C=c2\sc3nc(-c4ccncc4)nn3c2=O)cc1
40) COc1ccc(-c2[nH]nc3c2C(c2ccc(OC)c(O)c2)C(C#N)C(=N)O3)cc1 (stereo unspecified)
assay / compound,33,34,35,36,37,38,39,40
hcGAS inh,0,-6,-7,-2,-11,-10,-6,-10
NPYLR7 agonist,-7,4,10,18,-4,1,-4,-3
mcGAS lum,-2,-4,/,-6,-4,-6,-8,/

41) Cc1ccccc1-c1ccc(-n2cncc2C(=O)N2Cc3ccccc3C2)cc1
42) COc1ccc(CCNC(=O)NCC(c2ccsc2)N2CCOCC2)cc1 (stereo unspecified)
43) CC(C)(C)c1ccc(C(=O)Nc2nc3c(s2)C[C@@H]2[C@](C)(CO)[C@H](O)CC[C@@]2(C)[C@@H]3CC(=O)Oc2cccc(N)c2)cc1
44) CCNC(=O)c1ccccc1OCc1nc(-c2ccc3c(c2)OCO3)no1
45) Cc1cc(C)n2nc(-c3ccccc3)c(C)c2n1
46) COc1ccc(CNC(=O)c2cccnc2N2CCN(C(=O)C3C[C@H]3c3ccccc3)CC2)cc1 (stereo partly specified)
47) CC(=O)NCCc1cc2c(C)ccc(C)c2[nH]c1=O
48) NCC1CCN(c2ccc(OC(F)(F)F)cc2)C1 (stereo unspecified)
assay / compound,41,42,43,44,45,46,47,48
hcGAS inh,-6,-1,-5,-3,-6,-3,-4,-16
NPYLR7 agonist,4,-9,-6,/,-1,20,0,8
mcGAS lum,-6,-1,-9,-2,-8,-6,-5,-7

49) CCCCC(CC)C(=O)Nc1c(OC(=O)N(CC)CC)ccc2c1ccn2Cc1ccc(F)cc1 (stereo unspecified)
50) CCC(CC)C(=O)N(Cc1cc(NC(=O)COC)ccc1N(C)C)C(C)c1ccccc1 (stereo unspecified)
51) COCc1cc(C)nc(OCC(=O)N/N=C\c2ccc3c(c2)OCO3)c1C#N
52) CSc1ccc(C2C(C#N)=C3Sc4ccccc4N3C(=N)C2C#N)cc1 (stereo unspecified)
53) Cc1ccc(Cl)cc1N1CCN(c2ccc(S(=O)(=O)c3ccccc3)nn2)CC1
54) CCN1CCc2c(sc(NC(=O)c3ccco3)c2-c2nc3ccccc3s2)C1
55) Fc1ccc(C2(CNCc3ccc(C(F)(F)F)nc3)CCOC2)cc1 (stereo unspecified)
56) C=C1/C(=C/C=C2\CCC[C@]3(C)[C@@H]([C@H](C)/C=C/[C@@H](C)C(C)C)CC[C@@H]23)C[C@@H](O)C[C@@H]1O
assay / compound,49,50,51,52,53,54,55,56
hcGAS inh,-6,-9,-7,-3,4,38,7,-4
NPYLR7 agonist,1,13,19,0,/,9,-15,0
mcGAS lum,-7,-5,-6,/,-3,39,/,-7

57) O=C(NC1CC1)c1cc(N2CCN(c3cccc(C(F)(F)F)c3)CC2)nc2ccccc12
58) CC(NS(C)(=O)=O)C(=O)NCc1cccnc1N(C)C1CCCCC1 (stereo unspecified)
59) CNS(=O)(=O)c1ccc(C(=O)NNC(=O)c2cccc(S(=O)(=O)N(C)C)c2)cc1
60) O=C(c1ccsc1)N1CCc2nc(NCc3cccc(Oc4ccccc4)c3)ncc2C1
61) CC(C)[C@H](C(=O)Nc1ccc(C(=O)NO)cc1)c1ccccc1
62) COc1ccc(C(=O)N(CCN2CCCCC2)CC(=O)N(CCc2ccccc2)Cc2ccc(C)o2)cc1
63) COCC(=O)Nc1ccc(N(C)C)c(CN(C(C)=O)C(C)c2ccccc2)c1 (stereo unspecified)
64) CCCNC(=O)c1cc2ccsc2n1Cc1ccccc1F
assay / compound,57,58,59,60,61,62,63,64
hcGAS inh,-7,0,-2,-8,-6,4,-8,-5
NPYLR7 agonist,4,1,1,2,-9,3,-2,-5
mcGAS lum,-6,/,-8,-2,-6,3,-9,-5

65) O=C1CSC(c2cccs2)N1c1ccccc1 (stereo unspecified)
66) CC(C)/C(O)=C1/C(=O)O[C@@H](c2ccoc2)[C@]2(C)C(O)[C@@H](O)[C@@]34OC5(C)OC67CC(C)(C(O)[C@]6(O)[C@@H](O)[C@]3(O5)C12)[C@H](CC(=O)O)[C@]74C (stereo partly specified)
67) Cc1c(Cl)cccc1N1CCNC(C)C1=O (stereo unspecified)
68) Clc1ccc(-c2csc3[n+]2CCS3)cc1
69) COc1ccc(OC)c(-c2nc(CN(C)C(C)c3nc(C)sc3C)c(C)o2)c1 (stereo unspecified)
70) Cc1nn(C)cc1CCC(=O)N(CC(F)(F)F)C1CCCC1
71) O=c1oc(-c2ccccc2)nc2ccc(Cl)cc12
72) Cc1cc(C)n(CCCC(=O)N2CCC3(CC2)c2ccccc2[C@@H](N)[C@@H]3O)n1
assay / compound,65,66,67,68,69,70,71,72
hcGAS inh,5,-3,-4,-10,-13,-17,12,3
NPYLR7 agonist,-5,/,-3,5,8,1,-5,-8
mcGAS lum,-1,-3,/,-6,-12,/,-4,/

73) CC(C)c1cccc(C(C)C)c1NC(=O)CN1C(=O)c2ccccc2C1=O
74) Cc1ccc(S(=O)(=O)NC(CC(C)C)C(=O)N2CCCC(c3nc(C)no3)C2)cc1 (stereo unspecified)
75) CCN1CCN(Cc2c(O)ccc3c(=O)c(-c4ccccc4OC)coc23)CC1
76) Cc1ccc([N+](=O)[O-])cc1NC(=O)C(C)Sc1nnc(C)n1CC1CCCO1 (stereo unspecified)
77) COc1nn(C)cc1C(=O)NCc1cc(-c2ccc3c(c2)OC(C)C3)on1 (stereo unspecified)
78) Cc1nn(CN2CCN(S(=O)(=O)c3ccc4c(c3)OCCCO4)CC2)c(=S)s1
79) CCCCOc1ccc(C(=O)N2CCN(c3nc(Cc4ccccc4)nc4c3cnn4-c3ccccc3)CC2)cc1
80) Cc1c(Br)cccc1NC(=O)C1(C)CCN1Cc1ccc(OC(F)(F)F)cc1 (stereo unspecified)
81) COc1cccc(-c2cc(CNC(=O)C3CC3)no2)c1
assay / compound,73,74,75,76,77,78,79,80,81
hcGAS inh,-4,-6,-1,-6,-6,-6,3,-2,1
NPYLR7 agonist,-8,2,-4,0,-2,12,/,1,3
mcGAS lum,-4,/,0,/,/,/,-1,-3,-1

In the list so far, nine contain a thiophene ring, fused or not.
2) CCOC(=O)N1CCc2c(sc(NC(=O)/C=C/c3ccc([N+](=O)[O-])cc3)c2C(N)=O)C1
3) Cc1cccc(-n2c(SCc3nc(C(=O)NCCCN4CCOCC4)cs3)nnc2-c2cccs2)c1
21) COc1ccc(Cn2c(C(=O)N3CCN(C/C=C/c4ccccc4)CC3)cc3ccsc32)cc1
23) Cc1nc(N2CCC(C(=O)NC(C)Cc3ccsc3)CC2)nc2cc(S(C)(=O)=O)ccc12 (stereo unspecified)
42) COc1ccc(CCNC(=O)NCC(c2ccsc2)N2CCOCC2)cc1 (stereo unspecified)
54) CCN1CCc2c(sc(NC(=O)c3ccco3)c2-c2nc3ccccc3s2)C1
60) O=C(c1ccsc1)N1CCc2nc(NCc3cccc(Oc4ccccc4)c3)ncc2C1
64) CCCNC(=O)c1cc2ccsc2n1Cc1ccccc1F
65) O=C1CSC(c2cccs2)N1c1ccccc1 (stereo unspecified)
assay / compound,2,3,21,23,42,54,60,64,65
hcGAS inh,-7,-4,-10,0,-1,38,-8,-5,5
NPYLR7 agonist,2,17,-3,11,-9,9,2,-5,-5
mcGAS lum,/,-5,-4,-5,-1,39,-2,-5,-1

This is a random part of the collection. About 0.29% of those tested had a hit in this group.
